SUMO HTRF inh: inhibitors of human SUMOylation (UBC9); HTRF SUMOylation assay, SAE1/SAE2 + UBC9, in vitro; hit rate 0.36% among 290,000; AID 2006; inhibition, % at 35 µM; P63279; in the data active = inhibition above about 50%, passing the limit was not always enough; note: strong numbers were not always called active
Target sequence (P63279 whole entry, looked up): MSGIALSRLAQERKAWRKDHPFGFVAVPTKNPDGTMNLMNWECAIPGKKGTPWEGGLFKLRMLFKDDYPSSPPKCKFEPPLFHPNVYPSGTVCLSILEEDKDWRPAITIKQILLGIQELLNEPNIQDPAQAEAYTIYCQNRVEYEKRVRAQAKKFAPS
IMP-1 inhibitor: blocks Pseudomonas aeruginosa IMP-1 metallo-beta-lactamase. purified IMP-1, nitrocefin hydrolysis, epi-absorbance fluorescence. inhibition, % at 5.6 µM. hit rate 0.45% among 290,000;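 active = inhibition above the mean plus 3 SD of all compounds in the same screening run, cut at about 4.5% in these data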;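 note: 0% = IMP-1 with DMSO and 100% = DMSO wells lacking enzyme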
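assay system = purified recombinant IMP-1 metallo-beta-lactamase enzyme | schedule = 15 min preincubation plus 25 min reaction at 25 °C | signal = Epi-absorbance fluorescence, 480 nm excitation, 530 nm emission | read-out basis = percent inhibition from optical density relative to buffer-blank wells | controls = IMP-1 with DMSO as 0%, enzyme-free DMSO as 100%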
VIM-2 inhibitor: blocks Pseudomonas aeruginosa VIM-2 metallo-beta-lactamase. inhibition, % at 5.6 µM. purified VIM-2, nitrocefin hydrolysis, epi-absorbance fluorescence. hit rate 0.89% among 290,000;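 active = inhibition above the mean of all tested compounds plus 3 SD, cutoff set per screening run, cut at about 7.5% in these data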;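 note: red hydrolysis product quenches plate fluorescence so inhibitors raise well fluorescence; 0% = enzyme with DMSO and 100% = DMSO without enzyme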
M18AAP inhibitor: PfM18AAP enzyme inhibition. recombinant PfM18AAP, H-Glu-NHMec fluorogenic cleavage. inhibition, % at 7.35 µM. hit rate 1.2% among 290,000;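 active = inhibition above the campaign mean inhibition over all tested compounds plus 3 SD, cut at about 28% in these data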;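 note: 0% = plate median of test compound wells and 100% = 2 mM ZnCl2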
NALP1 yeast inh: inhibitors of NALP1 inflammasome in yeast; S. cerevisiae NALP1/ASC/caspase-1 growth, X-gal OD620, 72 h; inhibition, % at 10 µM; hit rate 0.61% among 280,000; in the data active = inhibition mostly above about 24%, no sharp cut-off; inactive = mostly below about 32%; note: some compounds called inactive have numbers as strong as hits
MEKK2 WT-MEK5: raises or lowers MEK5 binding to wildtype human MEKK2 PB1 domain. bead flow cytometry, Alexa488-MEK5 binding to MEKK2 WT; actives lie on both sides. binding response (% of control), % at 10 µM. hit rate 1.1% among 290,000. AID 1531; in the data active = binding response below about 67% or above about 130%
NS3 helicase inh: blocks Hepatitis C virus NS3 helicase unwinding; NS3 helicase DNA unwinding, Cy5 molecular beacon fluorescence; inhibition, % at 10.9 µM; hit rate 0.56% among 290,000; AID 1800;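 active = inhibition above the mean of all tested compounds plus 3 SD, set per campaign, cut at about 35% in these data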;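 note: 0% = DMSO wells and 100% = thioflavine S control wells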
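Assay system – hepatitis C virus NS3 helicase domain fragment enzyme · Buffer or medium – MOPS pH 6.5, MgCl2, DTT, Tween20, BSA · Reagent – Cy5/quencher beacon DNA duplex and ATP to start · Compound – single 10.9 µM dose · Timing – 1 h at 25 °C · Technique – Cy5 beacon fluorescence read at start and 1 h · Measure – % inhibition of unwinding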
MEKK2mut PB1 HTS: signal of MEK5 binding to mutant human MEKK2 PB1 domain. percent response, % at 10 µM. hit rate 0.35% among 290,000. bead flow cytometry, Alexa488-MEK5 binding to MEKK2 mutant; in the data active = percent response above about 24%, passing the limit was not always enough; note: inactives centre near 1; some results filed as inactive read as strong as hits
FID counter: displaces DNA intercalator in HCV helicase counter-screen; DNA fluorescent intercalator displacement, fluorescence; inhibition, % at 7.9 µM; hit rate 0.17% among 290,000; in the data active = inhibition above about 37%;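 note: 0% = vehicle and 100% = reference compound; higher means more ethidium bromide displaced from hairpin DNA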
* = called active by the depositor; / = not tested or not shown. Random draw from the library; any-hit rate near 4.7%.

Sequence of screens: SUMO HTRF inh	IMP-1 inhibitor	VIM-2 inhibitor	M18AAP inhibitor	NALP1 yeast inh	MEKK2 WT-MEK5	NS3 helicase inh	MEKK2mut PB1 HTS	FID counter
- C=CCn1cnc2c(nnn2-c2ccc(OC)c(OC)c2)c1=O
  10	-2.9	-1.7	5	14	98	3	0	-4
- CCOC(=O)C1=C(C)C(c2ccc(OC)cc2)NC(=O)N1 (stereo not drawn)
  6	-1.1	-3.6	1	5	106	-6	6	-5
- CCOC(=O)C1CCN(Cc2cn[nH]c2-c2ccccc2)CC1
  8	-4.4	-2.9	16	3	101	11	2	13
- COc1ccc(NC(=O)c2cc(S(=O)(=O)Nc3ccc(OC)cc3)cs2)cc1
  15	-1.6	1.4	-8	-9	70	16	-18	-8
- CCCOC(=O)Nc1ccc(S(=O)(=O)Nn2cnnc2)cc1
  -10	-4.8	-6.2	48*	9	105	1	3	6
- COC(=O)C1=C(CSc2nncn2C)NC(=O)NC1c1ccc(F)cc1 (stereo not drawn)
  6	-2.0	-5.3	5	13	111	5	9	-1
- CC1Cc2cc(/C(O)=C3/C(=O)C(=O)N(CCN4CCOCC4)C3c3ccc(C(C)C)cc3)ccc2O1 (stereo not drawn)
  15	-1.4	-0.9	-6	/	96	13	-17	-44
- COc1ccc(-c2c(C)n([O-])c3c([n+]2=O)CCCC3)c(OC)c1
  9	-2.6	0.4	4	-6	97	0	0	-1
- C=CCn1c(SCC(=O)NCCC2=CCCCC2)nc2ccc(Cl)cc2c1=O
  3	-1.3	1.4	-9	-3	95	0	-3	20
- CCOc1ccc(C2C(C(=O)OC)=C(C)N=C3SCCC(=O)N32)cc1OCC (stereo not drawn)
  22	-0.6	-0.9	10	-6	102	-3	-3	-3
- Cc1ccc(-c2ccc(=O)n(CCC(=O)N3CCN(c4cccc(C)c4)C(C)C3)n2)cc1 (stereo not drawn)
  0	-4.7	-4.1	5	5	105	-18	5	-45
- CN(C)c1ccc(NC(=O)N2CCOCC2)cc1
  0	-3.0	-2.7	4	-50	97	5	4	3
- COc1ccc(N2CCN(C(=O)c3ccc(Cn4c(=S)[nH]c5ccc(N6CCOCC6)cc5c4=O)cc3)CC2)cc1
  18	-2.5	-3.4	7	-2	107	4	5	-2
- COCCn1c(N)c(C(=S)NC(=O)c2cccs2)c(=O)[nH]c1=O
  -2	-2.6	-1.6	-2	32	101	12	-2	0
- Cc1cc(SCC(=O)Nc2ncc(Cl)cc2Cl)nc2ccccc12
  -30	-2.6	-0.8	-11	9	101	-1	27	-9
- Cc1cccc(NC(=O)N2CCCc3ccccc32)c1C
  -1	-0.5	-1.4	4	18	105	-4	0	-6
- Cn1c(SCC2CCCO2)nnc1-c1ccc([N+](=O)[O-])cc1 (stereo not drawn)
  11	-1.0	-3.5	5	-3	87	-2	-10	7
- COc1ccc(CN2C(=O)c3cccnc3C2=O)cc1S(=O)(=O)N1CCCC(C)C1 (stereo not drawn)
  -24	-2.3	-1.4	0	-3	102	-15	3	-40
- CCN(CC)CCCN=C(C)C1=C(O)c2ccccc2C1=O
  13	-2.6	2.0	1	6	101	0	2	1
- NC(=O)c1c(NC(=O)c2ccc(F)cc2Cl)sc2c1CCC2
  7	-2.5	-1.5	0	18	100	1	3	1
- O=C(CCCCCNC(=O)N1CCn2c1nc1ccccc12)NCc1ccc(Cl)cc1
  -1	-2.5	-4.1	-3	5	104	1	4	-50
- Cc1cccc(N2CCN(CC(O)COCc3cccs3)CC2)c1C (stereo not drawn)
  -3	-1.6	-0.4	5	38	125	-13	11	7
- Cc1ccccc1Nc1cc(=O)oc2ccccc12
  3	-6.5	-2.3	0	5	103	-2	4	0
- CCc1cc(=O)oc2cc(OCC(=O)NCc3ccccn3)ccc12
  2	-2.2	0.8	2	13	101	-1	1	-15
- Cc1cc(C)c(C(=O)Nc2ccc(S(=O)(=O)Nc3onc(C)c3C)cc2)c(C)c1
  3	1.1	-3.7	1	28	99	0	2	-21
- O=C(c1ccccc1)N1CCN(c2n[nH]c(=O)[nH]c2=O)CC1
  0	-4.2	-0.5	1	1	96	1	-4	-3
- COC(=O)Cn1c(C)nc(=O)c(-c2ccccc2)c1C
  12	-1.2	-1.8	-1	16	99	-2	5	4
- c1ccc(-c2ccccc2OCCCN2CCCCCC2)cc1
  -6	-2.7	-1.7	-1	8	125	-17	5	19
- CCC(C)c1ccc(NC(=O)c2c([N+](=O)[O-])cnn2CC)cc1 (stereo not drawn)
  1	-3.5	-1.4	0	20	106	-19	6	-3
- Cc1ccc(N2C(=O)c3cccc4c(C(=O)O)ccc(c34)C2=O)cc1
  0	-1.4	0.8	-1	8	105	3	-1	-13

Some of these compounds in order of their number in MEKK2mut PB1 HTS, ascending.
smiles	SUMO HTRF inh	IMP-1 inhibitor	VIM-2 inhibitor	M18AAP inhibitor	NALP1 yeast inh	MEKK2 WT-MEK5	NS3 helicase inh	MEKK2mut PB1 HTS
C=CCn1c(SCC(=O)NCCC2=CCCCC2)nc2ccc(Cl)cc2c1=O	3	-1.3	1.4	-9	-3	95	0	-3
Cc1ccc(N2C(=O)c3cccc4c(C(=O)O)ccc(c34)C2=O)cc1	0	-1.4	0.8	-1	8	105	3	-1
COC(=O)Cn1c(C)nc(=O)c(-c2ccccc2)c1C	12	-1.2	-1.8	-1	16	99	-2	5
CCOC(=O)C1=C(C)C(c2ccc(OC)cc2)NC(=O)N1 (stereo not drawn)	6	-1.1	-3.6	1	5	106	-6	6

Next section:
Sequence of screens: SUMO HTRF inh	IMP-1 inhibitor	VIM-2 inhibitor	M18AAP inhibitor	NALP1 yeast inh	MEKK2 WT-MEK5	NS3 helicase inh	MEKK2mut PB1 HTS	FID counter
- COc1cccc(-c2nnc(NC(=O)c3ccc(Cl)s3)o2)c1
  39	-1.6	-0.6	-7	20	78	16	-7	-11
- COc1ccc2nc(C)c3c(c2c1)OC(C)C3 (stereo not drawn)
  10	-6.0	-0.4	4	-18	100	-1	0	2
- Cc1ccc(-c2cc(-c3ccccc3C)[nH]n2)c(O)c1
  -3	-0.4	-4.7	1	-20	101	-6	-3	-8
- CCSc1nnc(CNC(=O)c2ccccc2F)n1-c1ccccc1OC
  21	-1.6	-4.1	1	9	95	14	0	-9
- O=C(Nc1cc(Cl)ccc1Cl)C1Cc2ccccc2O/C1=N\O (stereo not drawn)
  -1	-1.3	-3.9	-1	13	98	7	-4	-3
- COc1ccc(N(CC(=O)Nc2ccc3c(c2)OCO3)S(=O)(=O)c2ccccc2)cc1
  -15	-0.8	-1.7	10	8	96	-11	-8	-12
- O=C(O)c1cccc(-n2c(/C=C/c3ccccc3)nc3ccccc3c2=O)c1
  4	-3.3	-3.9	4	13	105	53*	-1	-25
- COc1ccc(-c2csc(-c3ccc(O)cc3)n2)cc1
  -17	-3.9	-1.2	3	-1	89	-7	-17	-8
- Cc1cccc(C(=O)NC2CC3CCCC(C2)N3C(=O)Nc2ccccc2)c1 (stereo not drawn)
  4	-0.6	0.0	-5	7	104	-13	0	-19
- COc1ccc(-n2c(SCC#N)nnc2-c2ccc(NS(=O)(=O)c3ccc(C)cc3)cc2)cc1
  15	-2.7	-0.7	-1	18	87	-7	-6	-30
- O=S(=O)(c1ccc(Cl)cc1)N1CCNCC1
  0	-1.4	2.1	0	-6	92	-12	-4	4
- O=C(CC(c1ccccc1)c1ccccc1)Nc1ccncc1
  18	-2.9	-2.9	-7	/	104	-7	-9	1
- COc1cc(/C=N\NC(=O)c2ccc(C)nc2)ccc1OC(=O)c1ccc2c(c1)OCO2
  26	-2.8	-2.0	-3	13	100	7	-3	-5
- CN1CCN(C(=O)C23CC4CC(C)(CC(C)(C4)C2)C3)CC1
  -2	-2.2	-2.8	2	-10	103	-5	4	3
- CCC(C)c1ccccc1N1CC(C(=O)Nc2cc(S(=O)(=O)N3CCOCC3)ccc2OC)CC1=O (stereo not drawn)
  10	-0.9	-0.2	-1	2	95	3	-10	-57
- CC(C)OCCCNC(=O)Cc1ccc(F)cc1
  13	-3.6	-2.8	-1	13	91	6	-11	1
- CC(=O)Nc1c(O)nc(C)[nH]c1=O
  9	-1.9	-2.5	-13	/	95	-1	3	-16
- C/C(=N\NC(=O)c1cc(-c2cccc([N+](=O)[O-])c2)n[nH]1)c1ccccc1O
  37	-1.2	-3.7	3	19	105	3	7	0
- C=CCn1c(=O)/c(=C/c2cc(OC)c(OC)c(OC)c2)s/c1=C(/C#N)c1nc2ccccc2n1C
  24	-0.7	0.4	-2	17	79	10	-1	-4
- COCCSc1nnc(NC(=O)c2ccco2)s1
  8	0.0	-1.3	1	23	106	-5	4	2
- COc1ccc(/C=C2\Oc3cc(OC(=O)N4CCOCC4)ccc3C2=O)cc1
  3	-2.3	-3.9	-1	2	94	1	-2	-2
- O=C(O)/C=C/c1cn(-c2ccccc2)nc1-c1ccccc1
  5	-3.4	-3.1	-5	13	109	6	9	-27
- O=C(CSc1nnnn1C1CCCC1)N1CCN(C(=O)c2ccco2)CC1
  0	-1.8	-2.1	-2	28	101	3	-2	-6
- Cc1ccc(-c2nnc(N(C)C(=O)c3cccnc3)s2)cc1
  23	-0.8	1.8	5	41*	98	0	-4	-28
- O=c1c2[nH]c3ccc(F)cc3c2nc2n1CCCS2
  11	0.2	0.7	0	12	97	-6	-5	3
- O=C(NCc1ccc2c(c1)OCO2)C1CCN(Cc2cnn(-c3ccccc3)c2-n2cccc2)CC1
  1	-1.5	-1.0	2	27	90	-13	-6	16
- O=C(CCn1c(=S)[nH]c2ccccc2c1=O)N1CCCCC1
  -2	-0.2	-1.1	6	-4	99	0	-1	-25
- Cc1[nH]c2ccccc2c1C(C[N+](=O)[O-])c1cccc(O)c1 (stereo not drawn)
  1	-2.4	-0.8	4	-13	94	-5	-2	-11

A different layout for some results above.
canonical_smiles | SUMO HTRF inh | IMP-1 inhibitor | VIM-2 inhibitor | M18AAP inhibitor | NALP1 yeast inh | MEKK2 WT-MEK5 | NS3 helicase inh | MEKK2mut PB1 HTS | FID counter
CC1Cc2cc(/C(O)=C3/C(=O)C(=O)N(CCN4CCOCC4)C3c3ccc(C(C)C)cc3)ccc2O1 (stereo not drawn) | 15 | -1.4 | -0.9 | -6 | / | 96 | 13 | -17 | -44
Cc1ccccc1Nc1cc(=O)oc2ccccc12 | 3 | -6.5 | -2.3 | 0 | 5 | 103 | -2 | 4 | 0
COC(=O)C1=C(CSc2nncn2C)NC(=O)NC1c1ccc(F)cc1 (stereo not drawn) | 6 | -2.0 | -5.3 | 5 | 13 | 111 | 5 | 9 | -1
COc1cccc(-c2nnc(NC(=O)c3ccc(Cl)s3)o2)c1 | 39 | -1.6 | -0.6 | -7 | 20 | 78 | 16 | -7 | -11

Quoted at random: three compounds from above
Sequence of screens: SUMO HTRF inh	IMP-1 inhibitor	VIM-2 inhibitor	M18AAP inhibitor	NALP1 yeast inh	MEKK2 WT-MEK5	NS3 helicase inh	MEKK2mut PB1 HTS	FID counter
- O=C(O)/C=C/c1cn(-c2ccccc2)nc1-c1ccccc1
  5	-3.4	-3.1	-5	13	109	6	9	-27
- O=C(CC(c1ccccc1)c1ccccc1)Nc1ccncc1
  18	-2.9	-2.9	-7	/	104	-7	-9	1
- C/C(=N\NC(=O)c1cc(-c2cccc([N+](=O)[O-])c2)n[nH]1)c1ccccc1O
  37	-1.2	-3.7	3	19	105	3	7	0
